YAP1 CTGF inhibition = YAP1 pathway inhibitors via CTGF transcript, primary screen, DLD1 colon cancer cells, RT-qPCR, single point (AID 743449); DLD1 CTGF mRNA qPCR, 24 h; hits give high values; inhibition, % at 12.5 µM; 9,900 tested, 0.9% active;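 active = mean normalized replicate activity at least 50 and at least half of replicates each reaching 50; inconclusive = only one of the two criteria met; inactive = neither criterion met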;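 also: 0% = neutral control wells and 100% = dasatinib control wells; higher means stronger suppression of CTGF expression like dasatinib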
Pax4 gene expression = activators of Pax4 gene expression, primary screen, RT-PCR, mouse alpha TC1 cells, single point (AID 1053180). mouse alpha TC1 cells, Pax4 mRNA qPCR, 6 days; hits give high values; 100% = Pax4 plasmid added at qPCR. 9,600 tested, 0.2% active. activation, % at 10 µM;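 active = highest normalized replicate activity of 15 or more, or at least half the replicates reach 15 or more; inactive = neither condition met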;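 also: pax4 Ct normalized to GAPDH with activation seen as lower delta delta Ct; plate controls were plate neutral control wells for no effect and Pax4 plasmid positive control for full effect; each compound tested in two replicate wells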
* marks the source's active call; other numbers are inactive results; ? = inconclusive; / = no result given.

SMILES	YAP1 CTGF inhibition	Pax4 gene expression
O=C(C[C@@H]1C=C[C@@H](NC(=O)Nc2cccc(F)c2)[C@H](CO)O1)NCC1CCCCC1	-24.2	0.0
CC(=O)N1[C@@H](CO)[C@@H](c2ccc(-c3ccc(C#N)cc3)cc2)C12CN(C(=O)C1CC1)C2	-11.8	/
CN1C(=O)c2cc(NC(=O)Cc3cccs3)ccc2OC[C@H]2O[C@@H](CC(=O)NCCCN3CCOCC3)CC[C@H]21	-22.4	0.0
C[C@H]1CN([C@@H](C)CO)C(=O)CCCn2nncc2CO[C@@H]1CN(C)C(=O)Nc1cccc(Oc2ccccn2)c1	12.5	0.0
O=C(Cc1ccccn1)N[C@H]1CC[C@H](CCNS(=O)(=O)c2cccc(F)c2)O[C@H]1CO	11.0	0.0
COCCNC(=O)C[C@@H]1CC[C@@H]2[C@H](COC[C@H](O)CN2S(=O)(=O)c2ccccc2F)O1	10.5	0.0
O=C(c1ccc(F)cc1)N1CC(=O)N2[C@@H](CO)[C@H](c3ccc(C#CCC4CCCC4)cc3)[C@@H]2C1	29.9	0.0
COCC(=O)Nc1ccc2c(c1)[C@@H]1C[C@@H](CC(=O)N[C@H](C)c3ccccc3)O[C@H](CO)[C@@H]1O2	-25.9	0.0
C[C@@H]1CCCCO[C@H](CN(C)C(=O)CCC(F)(F)F)[C@@H](C)CN([C@@H](C)CO)C(=O)c2cc(NC(=O)C3CCCCC3)ccc2O1	0.4	0.0
COCC(=O)N1[C@H](C#N)[C@@H](c2ccccc2-c2ccccc2F)[C@@H]1CO	3.3	0.0
COc1ccccc1NC(=O)N1C[C@@H](O)COC[C@H]2O[C@@H](CC(=O)NCCc3ccncc3)CC[C@@H]21	-12.8	0.0
O=C(C1CCC1)N1C[C@H]2[C@@H](c3ccccc31)[C@@H](CO)N2C(=O)Nc1cccc(F)c1	-8.4	0.0
Cc1noc(C)c1NC(=O)N1C[C@@H](O)COC[C@H]2O[C@H](CC(=O)NCC3CC3)CC[C@@H]21	-14.8	0.1
CC(C)[C@@H]1CCc2cnnn2COC[C@@H](Cc2ccccc2)NC1=O	-11.9	0.0
O=C(Nc1ccccc1Cl)N1C[C@@H]2[C@H](c3ccccc31)[C@H](CO)N2C(=O)c1cccnc1	-12.0	0.0
COc1ccc2c3c([nH]c2c1)[C@H](CO)N(Cc1ccccn1)CC31CCN(C(C)=O)CC1	26.8	0.0
O=C1CNC[C@H]2[C@H](c3ccc(-c4ccccc4F)cc3)[C@@H](CO)N12	-5.0	0.0
O=C(c1ccc2c(c1)OCO2)N1C[C@@H]2[C@H](c3ccccc31)[C@@H](CO)N2C(=O)CC1CC1	6.3	0.0
O=C(C[C@H]1C[C@H]2c3cc(NS(=O)(=O)c4ccccc4)ccc3O[C@H]2[C@H](CO)O1)N1CCOCC1	0.9	0.0
CN1[C@@H]2c3ccc(/C=C/c4ccccc4)c(=O)n3C[C@H]1[C@H](CO)[C@H]2C(=O)NC1Cc2ccccc2C1	37.0	0.0
CCCNC(=O)N1[C@H](CO)[C@@H]2c3ccccc3N(C(=O)Nc3cccc(Cl)c3)C[C@@H]21	20.2	0.0
O=C(NC[C@@H]1[C@H](c2ccccc2)[C@@H](CO)N1C(=O)Cc1ccncc1)C1CCC1	8.4	0.0
N#Cc1ccc(-c2ccc3c(c2)[C@@H]2[C@@H](CCN2C(=O)C2CCCCC2)[C@H](CO)N3)cc1	-7.8	0.0
CN1[C@H](CO)[C@H]2c3ccccc3N(C(=O)Nc3cc(F)ccc3F)C[C@H]21	-15.7	0.0
COC(=O)[C@H]1N[C@H]2c3ccc(C4=CCCCC4)c(=O)n3C[C@H]2[C@@H]1CO	11.6	0.0
CC(C)C#Cc1ccc([C@@H]2[C@H](CO)N3C(=O)CN(S(=O)(=O)c4ccccc4)C[C@@H]23)cc1	-0.1	0.0
COc1ccc2c3c([nH]c2c1)[C@@H](CO)NCC31CN(C(=O)Nc2ccc3c(c2)OCO3)C1	17.0	0.0
Cc1noc(C)c1NC(=O)N(C)C[C@H]1OCc2ccccc2-c2c(n(C)c3ccccc23)C(=O)N([C@@H](C)CO)C[C@H]1C	2.9	0.0
N#C[C@@H]1[C@H](c2ccccc2-c2ccccc2)[C@H](CO)N1C(=O)Cc1ccncc1	7.7	0.0
O=C(C[C@@H]1C[C@@H]2c3cc(NC(=O)Nc4ccccc4F)ccc3O[C@@H]2[C@@H](CO)O1)NCc1ccccn1	7.8	0.0
COc1cccc(S(=O)(=O)N(C)C[C@@H]2OCc3ccccc3-c3c(n(C)c4ccccc34)C(=O)N([C@@H](C)CO)C[C@@H]2C)c1	-8.2	0.1
C[C@@H]1CN([C@@H](C)CO)C(=O)CCCn2nncc2CO[C@H]1CN(C)Cc1ccc2cccnc2c1	8.2	0.0
COc1ccc(CN(C)C[C@@H]2OCCCC[C@H](C)Oc3ccc(NC(=O)C4CCCCC4)cc3C(=O)N([C@@H](C)CO)C[C@@H]2C)cc1	-23.8	0.0
C/C=C/c1ccc([C@@H]2[C@@H](CN(C)C(=O)CC3CC3)N(C(=O)C3CC3)[C@H]2CO)cc1	0.8	0.0
CCS(=O)(=O)N1CC2(CN(C(=O)NC(C)C)[C@H](CO)c3c2c2ccc(OC)cc2n3C)C1	19.6	0.0
CC(C)NC(=O)N1[C@H](CO)[C@@H](c2ccccc2)C12CN(C(=O)c1ccccn1)C2	-21.4	/
CN(C)C(=O)C[C@H]1CC[C@@H]2[C@H](COc3ccc(NC(=O)C4CCCCC4)cc3C(=O)N2C)O1	-25.4	0.0
O=C(C1CCC1)N1C[C@@H]2[C@H](c3ccccc31)[C@@H](CO)N2C(=O)Nc1cccc(F)c1	-10.6	0.0
C[C@@H]1CCCCO[C@@H](CN(C)C(=O)C2CCCCC2)[C@@H](C)CN([C@@H](C)CO)C(=O)c2cc(NS(=O)(=O)c3ccccc3)ccc2O1	11.6	0.0
OC[C@H]1[C@@H](c2ccc(C3=CCCC3)cc2)[C@@H]2CN(Cc3ccncc3)CCCCN12	-6.3	0.0
C[C@@H]1CCCCO[C@@H](CN(C)S(=O)(=O)c2cn(C)cn2)[C@H](C)CN([C@@H](C)CO)C(=O)c2cc(N(C)C)ccc2O1	-6.8	0.0
COc1cccc(S(=O)(=O)Nc2ccc3c(c2)C(=O)N(C)C[C@@H](OC)[C@H](C)CN(Cc2ccccc2F)[C@@H](C)CO3)c1	14.2	0.0
COc1ccc(S(=O)(=O)Nc2ccc3c(c2)C(=O)N([C@@H](C)CO)C[C@@H](C)[C@@H](CN(C)S(=O)(=O)c2ccc(Cl)cc2)OCCCC[C@H](C)O3)cc1	?	0.0
O=C(C[C@H]1CC[C@@H](NS(=O)(=O)c2ccc(F)cc2)[C@@H](CO)O1)N1CCN(c2ccccc2)CC1	?	0.0
COCC#Cc1ccc([C@@H]2[C@@H](CO)N3C(=O)CN(C(=O)c4ccncc4)C[C@H]23)cc1	8.2	0.0
O=C(c1ccccc1F)N1C[C@@H]2[C@H](c3ccccc31)[C@H](CO)N2Cc1ccc2c(c1)OCO2	-16.8	0.0
N#C[C@@H]1N[C@H](CO)[C@@H]1c1ccc(/C=C/c2ccccc2)cc1	-26.3	0.0
CCCNC(=O)C[C@H]1CC[C@@H]2[C@H](COC[C@H](O)CN2Cc2ccncc2)O1	-18.7	0.0
CO[C@H]1CN(C)C(=O)c2cc(NC(=O)NC(C)C)ccc2OC[C@H](C)N(Cc2ccccc2)C[C@H]1C	-21.2	0.0
Cc1ccc(OC(=O)N(C)C[C@H]2OCc3ccccc3-c3ccccc3C(=O)N([C@H](C)CO)C[C@@H]2C)cc1	-49.9	0.3
COc1ccc(NC(=O)N(C)C[C@H]2OCCCC[C@H](C)Oc3ccc(NC(=O)c4ccncc4)cc3C(=O)N([C@H](C)CO)C[C@@H]2C)cc1	7.9	0.0
O=C(NCC[C@@H]1CC[C@@H](NS(=O)(=O)Cc2ccccc2)[C@H](CO)O1)C1CCCCC1	8.9	0.0
COc1ccccc1S(=O)(=O)N(C)C[C@@H]1OCc2cn(nn2)CCCC(=O)N([C@@H](C)CO)C[C@@H]1C	-3.6	0.0
O=C(NCCCN1CCOCC1)[C@H]1[C@H](CO)[C@H]2Cn3c(cccc3=O)[C@@H]1N2C(=O)NC1CCCC1	-11.1	0.0
COc1cccc(S(=O)(=O)N(C)C[C@H]2OCc3ccccc3-c3c(n(C)c4ccccc34)C(=O)N([C@@H](C)CO)C[C@H]2C)c1	-27.8	0.2
COc1ccc2c3c(n(C)c2c1)[C@H](CO)NCC31CCN(S(=O)(=O)c2cccc(C)c2)CC1	-20.5	0.0
O=C(NC1CCCCC1)N1[C@@H]2CNC[C@H]1C2c1ccc(-c2ccccc2F)cc1 (stereo not given in full)	0.2	0.0
O=C(C[C@@H]1CC[C@@H]2[C@H](COC[C@@H](O)CN2Cc2nccs2)O1)N1CCC(Cc2ccccc2)CC1	-1.9	0.0
CCC(=O)N1CC(=O)N2[C@H](CO)[C@H](c3ccc(C#CCC(C)C)cc3)[C@@H]2C1	2.4	0.0
C[C@@H]1CN([C@@H](C)CO)C(=O)CCCn2nncc2CO[C@H]1CN(C)C(=O)c1cc(-c2ccccc2)on1	-32.7	0.0

Following part.
SMILES	YAP1 CTGF inhibition	Pax4 gene expression
COc1cccc(-c2ccc3c(c2)O[C@H](CN(C)Cc2cccnc2)[C@H](C)CN([C@H](C)CO)S3(=O)=O)c1	-28.6	0.0
CCNC(=O)[C@H]1[C@H](CO)[C@H]2Cn3c(ccc(-c4cccc(F)c4)c3=O)[C@H]2N1C(=O)Cc1cccnc1	-2.4	0.0
COc1ccc(C#Cc2ccc3c(c2)[C@@H]2[C@@H](CCN2Cc2nccs2)[C@@H](CO)N3)cc1	-49.9	0.0
CN(C)C(=O)c1ccc(-c2ccc3c(c2)[C@H]2[C@H](CCN2C(=O)C2CCCC2)[C@H](CO)N3C)cc1	-1.6	0.0
Cc1ccc(-c2ccc([C@H]3[C@H](CO)N4C(=O)CN(C(=O)NC(C)C)C[C@@H]34)cc2)cc1	9.6	0.0
COc1ccc(NC(=O)N[C@H]2CC[C@H](CCNC(=O)CN3CCOCC3)O[C@@H]2CO)cc1	9.4	0.0
C[C@H](NC(=O)C[C@H]1CC[C@@H]2[C@H](COC[C@@H](O)CN2Cc2ccc(C(F)(F)F)cc2)O1)c1ccccc1	-2.9	0.0
O=C(Cc1ccccn1)N[C@@H]1CC[C@H](CCNS(=O)(=O)c2cccc(F)c2)O[C@H]1CO	2.5	0.0
CC(=O)N1CC2(C1)[C@@H](c1ccc(-c3ccc(F)cc3)cc1)[C@@H](CO)N2CC1CC1	9.7	/
Cc1cccc(S(=O)(=O)N[C@H]2CC[C@H](CCNC(=O)Nc3cc(F)ccc3F)O[C@@H]2CO)c1	14.1	0.0
Cc1noc(C)c1NC(=O)N1C[C@@H](O)COC[C@@H]2O[C@@H](CC(=O)N[C@@H]3CCN(Cc4ccccc4)C3)CC[C@H]21	-5.8	0.0
N#C[C@H]1[C@H](c2ccc(-c3cccc(F)c3)cc2)[C@@H](CO)N1C(=O)NC1CCCC1	24.0	0.5
C[C@H](CO)N1C[C@H](C)[C@H](CN(C)S(=O)(=O)c2ccc([N+](=O)[O-])cc2)OCc2ccccc2-c2c(n(C)c3ccccc23)C1=O	-88.9	1.6
C[C@H](CO)N1C[C@H](C)[C@H](CN(C)S(=O)(=O)c2cccc(C#N)c2)OCc2ccccc2-c2ccccc2C1=O	-5.1	0.0
O=C(Nc1ccc(F)cc1)N1CC(=O)N2[C@H](C1)[C@H](c1ccc(C#Cc3cccnc3)cc1)[C@@H]2CO	23.5	0.0
C[C@@H]1CN([C@H](C)CO)C(=O)c2cc(NC(=O)Nc3cccc4ccccc34)ccc2O[C@H]1CN(C)S(=O)(=O)c1cccs1	4.2	0.0
CCc1cnc(N2[C@H](C#N)[C@@H](c3ccccc3C3=CCCCC3)[C@@H]2CO)s1	1.6	0.0
O=C(C[C@H]1C[C@H]2c3cc(NC(=O)c4ccc5c(c4)OCO5)ccc3O[C@H]2[C@@H](CO)O1)NCCN1CCCCC1	-44.3	0.0
CC(C)C#Cc1ccc([C@H]2[C@H](CO)N3C(=O)CN(C(=O)NC4CCCC4)C[C@@H]23)cc1	3.5	0.0
Cc1noc(C)c1S(=O)(=O)Nc1ccc2c(c1)C(=O)N([C@@H](C)CO)C[C@@H](C)[C@@H](CN(C)Cc1ccc(C(=O)O)cc1)OCCCC[C@@H](C)O2	2.0	0.0
COc1cccc(C#Cc2ccc3c(c2)[C@H]2[C@H](CCN2C(=O)c2ccccc2F)[C@@H](CO)N3)c1	-5.9	0.0

Screens (PubChem BioAssay)

This is a subset. The share of hits here may be higher or lower than overall.
